Compound activity as filed in PubChem.
EPAC1 antagonist – qHTS for Antagonist of cAMP-regulated guanine nucleotide exchange factor 3 (EPAC1): primary screen; Rap guanine nucleotide exchange factor 3 (Homo sapiens), O95398; EPAC1 GEF assay, Rap1b-BODIPY-GDP exchange fluorescence; Potency, µM (top dose mostly 115 µM), for the others: top-dose activity change, negative = inhibition, usual class: inhibitors; 0.14% of 360,000 active; AID 720709, 2013;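 also: potency is read from the fitted curve at half-maximal effect; plate controls were vehicle for no effect and positive control for full effect; nearly all actives have a fitted effect of over 50% in size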
Target sequence (O95398 whole entry, looked up): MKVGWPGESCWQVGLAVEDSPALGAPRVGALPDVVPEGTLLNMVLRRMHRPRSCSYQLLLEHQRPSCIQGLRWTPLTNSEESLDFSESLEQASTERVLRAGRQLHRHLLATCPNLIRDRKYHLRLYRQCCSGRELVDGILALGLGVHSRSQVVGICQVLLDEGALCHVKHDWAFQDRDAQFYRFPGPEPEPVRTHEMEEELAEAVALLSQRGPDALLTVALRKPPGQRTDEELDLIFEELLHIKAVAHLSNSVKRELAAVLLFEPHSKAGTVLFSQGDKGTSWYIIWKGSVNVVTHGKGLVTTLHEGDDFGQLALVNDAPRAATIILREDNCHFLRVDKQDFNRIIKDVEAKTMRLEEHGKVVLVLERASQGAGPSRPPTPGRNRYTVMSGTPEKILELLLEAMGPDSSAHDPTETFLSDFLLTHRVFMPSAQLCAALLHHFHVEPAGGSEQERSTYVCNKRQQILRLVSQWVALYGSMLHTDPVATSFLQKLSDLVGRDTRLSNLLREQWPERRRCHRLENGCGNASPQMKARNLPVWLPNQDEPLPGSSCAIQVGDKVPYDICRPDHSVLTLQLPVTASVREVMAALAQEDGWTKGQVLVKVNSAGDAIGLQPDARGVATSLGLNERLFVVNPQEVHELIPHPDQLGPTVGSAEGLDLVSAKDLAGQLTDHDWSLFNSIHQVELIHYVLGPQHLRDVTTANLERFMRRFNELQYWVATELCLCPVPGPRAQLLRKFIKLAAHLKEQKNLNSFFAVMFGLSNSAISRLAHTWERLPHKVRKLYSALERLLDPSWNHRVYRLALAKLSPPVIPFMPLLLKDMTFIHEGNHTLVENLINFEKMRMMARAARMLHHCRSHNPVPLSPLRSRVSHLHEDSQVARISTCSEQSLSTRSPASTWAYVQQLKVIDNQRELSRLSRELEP
EPAC1 agonist – qHTS for Agonist of cAMP-regulated guanine nucleotide exchange factor 3 (EPAC1): primary screen; Rap guanine nucleotide exchange factor 3 (Homo sapiens), O95398; EPAC1 agonist qHTS, biochemical assay; response scale: 100% = response to 6.5 mM cAMP; Potency, µM (doses to about 154 µM), without a hit: at the top dose activation, actives largely listed as activators; 0.073% of 360,000 active; AID 720707, 2013; also: potency is read from the fitted curve at half-maximal effect; nearly all actives have a fitted effect of over 60% in size
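EPAC1 100 nM, Rap1B–BODIPY-GDP 250 nM, unlabeled GDP 50 uM; compound titration; 5 min RT; kinetic read ex480/em540 at 5-min intervals ×30 min; data normalized to 6.5 mM cAMP agonist control.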
EPAC2 antag – qHTS for Antagonist of cAMP-regulated guanine nucleotide exchange factor 2 (EPAC2): primary screen | EPAC2 GEF exchange of Rap1B-BODIPY-GDP, fluorescence | Potency, µM (highest dose often 114 µM), inactives show top-dose activity, negative = inhibition, most hits filed as inhibitors | 0.18% of 360,000 active | AID 720708, 2013; also: potency is read from the fitted curve at half-maximal effect; % is scaled to controls: 0 for no effect and ±100 for the full control effect; nearly all actives have a fitted effect of over 45% in size; many of its hits are not listed in these tables
PI5P4Ka inh – qHTS for Inhibitors of phosphatidylinositol 5-phosphate 4-kinase (PI5P4K) | max response, % | 1.2% of 330,000 active | Phosphatidylinositol 5-phosphate 4-kinase type-2 alpha (Homo sapiens), P48426 | AID 652105, 2013 | PI5P4Kalpha enzyme, ADP-Glo luminescence, 60 min; hits give low values; active = max response of -50% or lower; inconclusive = between -30% and -50%; inactive = -30% or higher; also: value at the top dose of about 77 µM; % is scaled to controls: 0 for no effect and ±100 for the full control effect
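Luminescence from ADP-Glo served as readout of PI5P4Kalpha activity in a qHTS format. Reaction: enzyme, substrate, compound, ATP at 5 microM final, 60 min at RT.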
WRN helicase inh – qHTS for Inhibitors of WRN Helicase; Bifunctional 3'-5' exonuclease/ATP-dependent helicase WRN (Homo sapiens), Q14191; WRN helicase unwinding, fluorescent forked duplex, kinetic; Potency, µM (doses to about 114 µM), for inactives: top-dose activity change, negative = inhibition, hits mostly inhibitors; 0.46% of 360,000 active; AID 651768, 2012; also: potency is read from the fitted curve at half-maximal effect; % is scaled to controls: 0 for no effect and ±100 for the full control effect; nearly all actives have a fitted effect of over 55% in size
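WRN at 20 nM final preincubated with compound 15 min at room temperature; reaction started with 100 nM fluorophore/quencher forked duplex oligonucleotide and 2 mM ATP final. Unwinding followed kinetically by red fluorescence (ex 525, em 598 nm).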
CCT chaperon mod – High-Throughput Screening for Modulators of Cytosolic Chaperonin Activity. purified chaperonin ATPase assay, HTRF ADP detection, 30 min. activity change, % (concentration not given with the values), hits read low. 0.3% of 360,000 active. AID 651819, 2012; in the data active = activity change below about -30%; also: % is scaled to controls: 0 for no effect and ±100 for the full control effect
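We incubate TRiC, 40 or 20 nM final, with library compounds at 76 uM and 10 uM ATP for 30 min at 37 °C. ADP formed is detected with Transcreener HTRF reagents after 30 min at room temperature.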
PLK1 PBD inh – qHTS for Inhibitors of PLK1-PDB (polo-like kinase 1 - polo-box domain): Primary Screen | Plk1 PBD binding of FITC phosphopeptide, fluorescence polarization | Potency, µM, without a hit: max response, negative = inhibition, usual class: inhibitors | Serine/threonine-protein kinase PLK1 (Homo sapiens), P53350 | 2.8% of 360,000 active; also: potency is read from the fitted curve at half-maximal effect; series mostly up to about 57 µM; % is scaled to controls: 0 for no effect and ±100 for the full control effect; nearly all actives have a fitted effect of over 65% in size
MmCpn inh – Inhibitors of TCP-1 ring complex (TRiC) of Methanococcus maripaludis (MmCpn): qHTS | Potency, µM (top dose mostly 76.9 µM), for the others: top-dose activity, negative = inhibition, hits mostly inhibitors | 0.031% of 330,000 active | purified Mm-Cpn ATPase, ADP Transcreener TR-FRET | Chaperonin Mm-Cpn (Methanococcus maripaludis); also: potency is read from the fitted curve at half-maximal effect; % is scaled to controls: 0 for no effect and ±100 for the full control effect; nearly all actives have a fitted effect of over 80% in size
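Purified archaeal Mm-CPN (25nM final) preincubated 10 min at 37degC with compound, then 10uM ATP for 30 min at 37degC; ADP measured by HTRF Transcreener TR-FRET; buffer 30 mM TRIS pH 7.4, 100mM KCl, 5mM MgCl2, 1mM DTT.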
Active calls of the source: *; ? = inconclusive; . = not tested or not shown; [ ] = another dose, or the depositor's remark. Unless noted, calls follow the shape of the dose curve; as a rule, active = well fitted curve in the direction sought with a large enough effect; inconclusive = small, poorly fitted or top-dose-only effect, or another doubt; inactive = no such curve, though single readings can be large; an effect the other way counts as inactive or inconclusive.

1. CCN1C(=O)[C@@H]2[C@@H]3CN(S(=O)(=O)c4ccccc4C)[C@@H](c4ccc(Cl)cc4)[C@@H]3C(=O)C[C@@H]2C1=O
2. CCOc1ccc(NC(=O)CN(C)C(=O)/C=C/c2ccc(S(=O)(=O)N3CCCCCC3)cc2)cc1OCC
3. Cc1cccc(OCC(=O)NNC(=O)C2CCN(c3ncnc4sc(C)c(C)c34)CC2)c1
4. O=C(C1=C(O)C(=O)N(CC2CCCO2)C1c1cccc(Cl)c1)c1ccco1 (stereo not given)
5. CCN(CC)C(=O)CSc1nc2ncc(Cl)cc2[nH]1
6. CCN1CCN(c2nc(Nc3ccc(C)c(C)c3)nc(N)c2[N+](=O)[O-])CC1
7. CCCCn1nnc(NC(=O)c2ccc(-c3ccccc3[N+](=O)[O-])o2)n1
8. COc1ccc(CNC(=O)C2CC(=O)N(C3CCCC3)C2)cc1 (stereo not given)
9. CCCn1c(=O)[nH]c2ccccc21
10. COc1cc(/C=N/n2c(-c3cc(C)[nH]n3)n[nH]c2=S)ccc1O

entry no.,1,2,3,4,5,6,7,8,9,10
EPAC1 antagonist,-24%,-7%,-5%,-23%,2%,-27%,-19%,6%,0%,6%
EPAC1 agonist,-8%,3%,-2%,-1%,-6%,-6%,10%,-8%,0%,-3%
EPAC2 antag,14%,-6%,-13%,-7%,-5%,-2%,9%,8%,7%,1%
PI5P4Ka inh,-5,10,-6,-2,1,-1,-16,5,1,-9
WRN helicase inh,-14%,-10%,-6%,-19%,-37%[57.1 µM],-13%,-5%,8%,-4%,5%
CCT chaperon mod,-0.3,0.1,-2.4,-0.3,-0.5,0.8,-0.6,0.2,0.1,0.7
PLK1 PBD inh,-4%,-6%,-3%,-7%,-11%,-5%,-3%,1%,-2%,-6%
MmCpn inh,.,0%,1%,-3%,-3%,1%,0%,2%,1%,0%

11. O=S(=O)(c1cccc(Br)c1)N1CCN(S(=O)(=O)c2ccc3c(c2)OCCO3)CC1
12. Cc1ccc(S(=O)(=O)N2CCC(c3nc4c(nnn4Cc4ccccc4)c(=O)[nH]3)CC2)cc1
13. CCN(CC)S(=O)(=O)c1cc(NC(=O)c2cc(-c3ccccn3)nc3ccccc23)ccc1C
14. NS(=O)(=O)c1ccc(NC(=O)c2ccc(CSc3ccccc3)o2)cc1
15. Cc1ccc(C(c2nnnn2CS(=O)(=O)c2ccc(C)cc2)N2CCN(c3ncccn3)CC2)cc1 (stereo not given)
16. CC(C)CC1C(=O)N(Cc2cn(Cc3ccco3)nn2)CCS(=O)(=O)N1Cc1ccc(-c2ccc(Cl)cc2)cc1 (stereo not given)
17. O=C(O)CNC(=O)/C(=C/c1cccc([N+](=O)[O-])c1)NC(=O)c1ccco1
18. O=C(Nc1ccc(F)cc1F)c1cccn1-c1ncc(C(F)(F)F)cc1Cl
19. CC(C)(C)OC(=O)NCC12C=CC(O1)C1C(=O)N(Cc3ccccc3)C(=O)C12 (stereo not given)
20. O=C/C(=C\Nc1ccc(S(=O)(=O)CCO)cc1)c1nc2cc(Cl)ccc2o1

entry no.,11,12,13,14,15,16,17,18,19,20
EPAC1 antagonist,8%,-1%,-26%,8%,-1%,-13%,1%,-4%,4%,15%
EPAC1 agonist,-10%,14%,8%,-15%,-3%,-7%,6%,-1%,7%,9%
EPAC2 antag,2%,-9%,-3%,14%,-6%,-28%,-4%,-7%,1%,5%
PI5P4Ka inh,.,-1,-1,6,2,-20,-3,.,0,-27
WRN helicase inh,.,-8%,-6%,2%,-8%,-8%,-3%,-3%,-9%,-9%
CCT chaperon mod,.,-0.7,-0.9,-0.8,-0.3,0.1,3.9,-3.7,-0.8,1.8
PLK1 PBD inh,.,-9%,0%,2%,2%,-10%,5%,-3%,-9%,-11%
MmCpn inh,0%,1%,-8%,1%,0%,.,2%,1%,2%,-1%

21. N#Cc1cccc(NC(=O)Cn2cnc(S(=O)(=O)N3CCOCC3)c2)c1
22. C=CCN1C(=O)C(CC(=O)O)SC1=Nc1ccc(N=Nc2ccccc2)cc1 (stereo not given)
23. Cc1ccc(S(=O)(=O)c2c(N)n(/N=C/c3ccco3)c3nc4ccccc4nc23)cc1C
24. COc1ccc(-n2c(CCc3ccccc3)nnc2SCC(=O)NCc2ccccc2)cc1
25. COC(=O)c1c(C(=O)OC)c(-c2ccc(F)cc2)n2c1CS(=O)(=O)C2
26. O=C(OCC(=O)N1CCCc2ccccc21)c1cc(S(=O)(=O)N2CCOCC2)ccc1Cl
27. CC(=O)NC1C(=O)Nc2c(C)cc(C)cc21 (stereo not given)
28. Cc1ccc(S(=O)(=O)N2CCCC(C(=O)NNCC(=O)Nc3cc(F)ccc3F)C2)cc1 (stereo not given)
29. CCOC(=O)C(C)N1C(=O)S/C(=C/c2cc(C)n(-c3ccncc3)c2C)C1=O (stereo not given)
30. COc1ccccc1NC(=O)CN1C(=O)COc2ccc(S(=O)(=O)N3CCC(C)CC3)cc21

entry no.,21,22,23,24,25,26,27,28,29,30
EPAC1 antagonist,8%,-8%,3%,-1%,8%,-9%,0%,-5%,-5%,-2%
EPAC1 agonist,4%,-2%,5%,11%,11%,9%,5%,-4%,12%,-10%
EPAC2 antag,-22%,5%,-4%,-4%,5%,7%,2%,-8%,3%,-3%
PI5P4Ka inh,-16,6,-24,1,5,5,-8,-5,0,7
WRN helicase inh,7%,2%,-20%,1%,4%,0%,-2%,-2%,-4%,-6%[57.1 µM]
CCT chaperon mod,-4.0,1.4,-1.1,-1.6,-0.5,1.8,0.5,-2.2,0.6,-6.5
PLK1 PBD inh,9.5µM*,-19%,-3%,-12%,3%,2%,-9%,-4%,0%,-1%
MmCpn inh,0%,-2%,-29%,-1%,-1%,2%,0%,0%,-1%,-7%

A second format for part of the listing above.
The line under a structure holds: EPAC1 antagonist	EPAC1 agonist	EPAC2 antag	PI5P4Ka inh	WRN helicase inh	CCT chaperon mod	PLK1 PBD inh	MmCpn inh
4: O=C(C1=C(O)C(=O)N(CC2CCCO2)C1c1cccc(Cl)c1)c1ccco1 (stereo not given)
    -23%	-1%	-7%	-2	-19%	-0.3	-7%	-3%
5: CCN(CC)C(=O)CSc1nc2ncc(Cl)cc2[nH]1
    2%	-6%	-5%	1	-37%[57.1 µM]	-0.5	-11%	-3%
6: CCN1CCN(c2nc(Nc3ccc(C)c(C)c3)nc(N)c2[N+](=O)[O-])CC1
    -27%	-6%	-2%	-1	-13%	0.8	-5%	1%
7: CCCCn1nnc(NC(=O)c2ccc(-c3ccccc3[N+](=O)[O-])o2)n1
    -19%	10%	9%	-16	-5%	-0.6	-3%	0%

Later entries.
31. CC(C)N(CCCNC(=O)C1CCN(S(=O)(=O)N2CCOCC2)CC1)Cc1ccccc1
32. CCCc1cc(=O)n2[nH]c(-c3cc(OC)c(OC)c(OC)c3)nc2n1
33. CCOC(=O)CCc1c(C)c2ccc(OCc3nn[nH]n3)c(C)c2oc1=O
34. CCOc1ccc(S(=O)(=O)Nc2ccccn2)c2ccccc12
35. Cc1ccc(OC(=O)CCC(=O)OCCCC(F)(F)C(F)(F)F)cc1
36. Cc1nccn1CC(=O)N/N=C/c1cc(Br)cs1
37. COc1ccccc1NC(=O)COC(=O)c1ccccn1
38. COc1ccc(NC(=O)c2ccc3ccccc3c2OC)cc1
39. CC(=O)C1=C(O)C(=O)N(c2ccc(O)cc2)C1c1cccc(F)c1 (stereo not given)
40. Cc1cccc(OCC(=O)N2CCN(C(=O)c3cccs3)CC2)c1

entry no.,31,32,33,34,35,36,37,38,39,40
EPAC1 antagonist,-13%,0%,-1%,3%,-19%,19%,-24%,-7%,1%,5%
EPAC1 agonist,25%,7%,9%,4%,-23%,4%,2%,7%,10%,-1%
EPAC2 antag,-1%,-1%,-3%,4%,-18%,-12%,-2%,?,-2%,6%
PI5P4Ka inh,7,-8,.,.,.,-2,-13,7,-5,-10
WRN helicase inh,3%,2%,-27%,-7%,-10%,6%,-19%,-5%,-2%,5%
CCT chaperon mod,-4.7,-1.6,-1.2,-1.7,-0.5,-2.5,-0.9,-0.4,0.8,-2.4
PLK1 PBD inh,-7%,-4%,-4%,-6%,-7%,-11%,-7%,5%,-3%,1%
MmCpn inh,-2%,-1%,-1%,-2%,-2%,2%,-17%,.,-3%,0%

41. CN(CC(=O)Nc1ccccc1Br)CC(=O)Nc1ccccc1C(F)(F)F
42. O=C(NC(Cc1cccc(F)c1)C(=O)O)C1CCCCC1 (stereo not given)
43. Cc1ccc2[nH]c(O)c(N=Nc3ccccc3[N+](=O)[O-])c2c1
44. Cc1oc(-c2ccccc2F)nc1CS(=O)CC(=O)NC1CCCCC1 (stereo not given)
45. CCOc1ccc(S(=O)(=O)N(C)c2ccc(OCC(=O)NCc3cccnc3)cc2)cc1
46. COc1ccc(-c2[nH]ncc2CN2CCCO2)cc1F
47. CCOc1ncccc1C(=O)OCC(=O)c1ccc(Br)s1

entry no.,41,42,43,44,45,46,47
EPAC1 antagonist,21%,-5%,4%,2%,-17%,?,-17%
EPAC1 agonist,-1%,3%,8%,-2%,0%,0%,4%
EPAC2 antag,3%,4%,2%,6%,-15%,2%,-17%
PI5P4Ka inh,0,-5,5,-7,6,2,1
WRN helicase inh,12%,5%,-9%,-4%,3%,0%[57.1 µM],-19%
CCT chaperon mod,1.2,-1.6,-0.2,-0.6,-3.9,-0.1,2.5
PLK1 PBD inh,-2%,-13%,-2%,-9%,-9%,-3%,-2%
MmCpn inh,-2%,0%,.,0%,1%,-1%,-23%

Not all compounds are listed; rates above refer to the full screens.
